# BoNT F protease = BoNT F light chain protease inhibition. AID 588497. inhibition, % at 10 µM. Multiplex microsphere protease cleavage assay, flow cytometry. hit rate 0.22% among 360,000; in the data active means inhibition above about 35%, passing the limit was not always enough; inconclusive means no clear call, values can overlap the other calls; further: plate controls were buffer without enzyme for full effect and enzyme alone for no effect
# PrPC TRFRET = reduces human prion protein on the cell surface. cell surface PrPC, TR-FRET read-out. inhibition, % at 13.8 µM. hit rate 0.43% among 370,000. AID 720596; in the data active means inhibition above about 24%; further: 0% = median of the test wells and 100% = reference compound wells
# Mtb BioA inh = blocks M. tuberculosis BioA enzyme activity; purified M. tuberculosis BioA enzyme, plate reader; AID 602481; inhibition, % at 9.99 µM; hit rate 0.096% among 360,000; in the data active means inhibition above about 40%; inconclusive means no clear call, values can overlap the other calls
# CCHFV vOTU inh = CCHFV vOTU protease inhibition. Pep-AMC fluorescence. inhibition, % at 11.5 µM. hit rate 0.55% among 370,000. AID 651958; further: 0% = vehicle wells with enzyme and 100% = no enzyme wells
# FadD28 FP inh = inhibitors of Mycobacterium tuberculosis FadD28 bisubstrate binding; hit rate 0.22% among 360,000; FadD28 bisubstrate probe binding, fluorescence polarization; inhibition, % at 12.5 µM; in the data active means inhibition above about 8.5%, passing the limit was not always enough; inconclusive means no clear call, values can overlap the other calls
# BoNT-A LC inh2 = inhibitors of Botulinum neurotoxin A light chain protease; multiplex microsphere protease substrate cleavage, flow cytometry; inhibition, % at 10 µM; hit rate 0.17% among 360,000; AID 588499; in the data active means inhibition above about 30%; inconclusive means no clear call, values can overlap the other calls; further: plate controls were buffer without enzyme for full effect and enzyme alone for no effect
# Mtb UGM inh = inhibitors of M. tuberculosis UDP-galactopyranose mutase. inhibition, % at 10 µM. AID 504406. hit rate 0.06% among 320,000. P9WIQ1. purified UGM, fluorescence polarization probe displacement; in the data active means inhibition above about 10%, passing the limit was not always enough; inconclusive means no clear call, values can overlap the other calls
# Target sequence (P9WIQ1 whole entry, looked up): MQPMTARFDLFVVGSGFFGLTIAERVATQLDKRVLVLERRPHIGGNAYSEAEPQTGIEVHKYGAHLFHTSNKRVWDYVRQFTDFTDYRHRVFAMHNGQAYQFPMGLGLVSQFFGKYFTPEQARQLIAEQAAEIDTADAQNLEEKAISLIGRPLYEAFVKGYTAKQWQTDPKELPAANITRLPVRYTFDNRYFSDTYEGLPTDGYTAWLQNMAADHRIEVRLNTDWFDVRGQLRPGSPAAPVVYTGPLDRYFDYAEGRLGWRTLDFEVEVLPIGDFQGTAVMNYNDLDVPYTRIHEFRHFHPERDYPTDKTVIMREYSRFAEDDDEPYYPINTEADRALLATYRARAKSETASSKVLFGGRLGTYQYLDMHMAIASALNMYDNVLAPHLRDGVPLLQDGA
# GDH-TPI inh = inhibits GDH-TPI coupling enzymes, artifact for Mtb FBA screen; GDH-TPI coupled enzyme counterscreen, NADH absorbance; inhibition, % at 4.8 µM; hit rate 1.2% among 360,000; AID 588335;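 further: 0% = DMSO wells and 100% = wells lacking the enzyme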
# Mtb FBA inh = Mtb fructose-bisphosphate aldolase inhibition; purified M. tuberculosis FBA, fluorescence read-out; inhibition, % at 1 µM; hit rate 2.3% among 360,000; in the data active means inhibition above about 27%;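 further: 0% = vehicle and 100% = reference inhibitor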
# Target sequence (P9WQA3 whole entry, looked up): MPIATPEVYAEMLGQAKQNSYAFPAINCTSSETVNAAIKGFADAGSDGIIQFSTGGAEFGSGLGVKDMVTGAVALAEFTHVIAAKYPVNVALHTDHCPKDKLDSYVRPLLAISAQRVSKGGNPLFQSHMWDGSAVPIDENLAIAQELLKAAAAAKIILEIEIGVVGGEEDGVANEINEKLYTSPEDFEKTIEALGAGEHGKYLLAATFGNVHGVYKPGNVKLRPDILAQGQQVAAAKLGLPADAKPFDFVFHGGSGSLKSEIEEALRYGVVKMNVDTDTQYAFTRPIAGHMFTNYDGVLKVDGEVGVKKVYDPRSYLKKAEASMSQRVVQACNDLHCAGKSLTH
# Numbers without * were called inactive; u = inconclusive; x = no result given. Unless noted, no stated cut-off is given here; in the data, active means inhibition above about 30%; inactive means the rest.
SMILES,BoNT F protease,PrPC TRFRET,Mtb BioA inh,CCHFV vOTU inh,FadD28 FP inh,BoNT-A LC inh2,Mtb UGM inh,GDH-TPI inh,Mtb FBA inh
O=C(CN1CCN(c2ccccn2)CC1)N1c2ccccc2Sc2ccc(C(F)(F)F)cc21,-6.8,3.5,x,8.8,-2.6,-3.6,-2.2,-6.4,-4.2
O=C(OCc1cc(=O)n2c(n1)sc1ccccc12)c1ccc(O)cc1O,8.3,5.7,x,-7.2,-3.9,-0.1,2.8,16.7,6.8
CCN(CC)Cc1cc(CCNC(=O)c2ccc(Cl)cc2)ccc1O,0.7,-8.3,0.5,-7.8,-1.0,0.0,-0.8,3.4,1.3
Cn1cc(CN2CCCC(C(=O)Nc3cccc(-n4cccn4)c3)C2)cn1 (configuration not stated),0.9,-5.8,-0.5,-0.7,-3.6,4.8,0.0,12.6,2.2
N#Cc1c(-c2ccc(F)cc2)c2c([nH]c1=O)-c1ccccc1OC2,26.7,7.8,0.1,-193.8,-5.4,4.7,0.6,-7.7,104.6*
Cc1ccc2[nH]c(C(=O)NCCN3CCCC3)cc2c1,13.5,-5.6,-0.8,-5.8,-2.8,1.6,0.0,10.4,41.1*
CC(C)(C)C(=O)N1CCN(c2ccc(NC(=O)c3ccc([N+](=O)[O-])o3)cc2)CC1,-5.5,3.8,-1.1,5.6,-0.6,1.3,0.1,6.5,-4.2
CN(c1ccccc1)S(=O)(=O)c1cccc(NC(=O)CCNC(=O)c2ccco2)c1,-0.4,-7.0,0.1,4.8,1.3,-0.2,x,12.4,2.4
O=C(O)C1CCCCN1S(=O)(=O)c1ccc(Cl)s1 (configuration not stated),-3.8,0.9,-1.5,3.7,-0.7,0.1,3.2,1.4,4.8
COc1ccc(-n2c(-c3cnccn3)n[nH]c2=S)cc1,3.9,-3.9,-0.9,-5.8,-1.8,0.6,-1.3,7.9,1.3
CCn1c(C)c(C)c2cc(C(=O)Nc3cccc(Cl)c3)ccc21,-3.4,7.3,x,8.6,-3.1,-0.8,4.3,1.4,2.5
O=C(NCc1ccccc1)c1n[nH]nc1-c1ccccc1O,12.9,2.4,x,8.0,-0.6,u,0.1,6.4,1.8
CCOC(=O)c1nn(-c2ccc(F)cc2)c(=O)c(C#N)c1C,x,-48.9,-0.9,-7.1,-1.8,x,0.1,17.8,1.8
CCc1nnc2c(NCCc3ccc(OC)c(OC)c3)nc3ccccc3n12,14.9,-5.5,-3.3,-17.9,-3.5,-1.8,x,2.1,0.9
Cn1cccc1/C=C(\C#N)C(N)=S,x,-14.8,0.6,-5.6,-1.6,x,3.3,17.1,-18.7

# Given as tab-separated lines: part of the list above
Compound	BoNT F protease	PrPC TRFRET	Mtb BioA inh	CCHFV vOTU inh	FadD28 FP inh	BoNT-A LC inh2	Mtb UGM inh	GDH-TPI inh	Mtb FBA inh
CN(c1ccccc1)S(=O)(=O)c1cccc(NC(=O)CCNC(=O)c2ccco2)c1	-0.4	-7.0	0.1	4.8	1.3	-0.2	x	12.4	2.4
CCc1nnc2c(NCCc3ccc(OC)c(OC)c3)nc3ccccc3n12	14.9	-5.5	-3.3	-17.9	-3.5	-1.8	x	2.1	0.9
O=C(OCc1cc(=O)n2c(n1)sc1ccccc12)c1ccc(O)cc1O	8.3	5.7	x	-7.2	-3.9	-0.1	2.8	16.7	6.8
Cn1cc(CN2CCCC(C(=O)Nc3cccc(-n4cccn4)c3)C2)cn1 (configuration not stated)	0.9	-5.8	-0.5	-0.7	-3.6	4.8	0.0	12.6	2.2
CC(C)(C)C(=O)N1CCN(c2ccc(NC(=O)c3ccc([N+](=O)[O-])o3)cc2)CC1	-5.5	3.8	-1.1	5.6	-0.6	1.3	0.1	6.5	-4.2

# (next part)
SMILES,BoNT F protease,PrPC TRFRET,Mtb BioA inh,CCHFV vOTU inh,FadD28 FP inh,BoNT-A LC inh2,Mtb UGM inh,GDH-TPI inh,Mtb FBA inh
COc1cc(C#Cc2ccc3cc(CCO)oc(=O)c3c2)cc(OC)c1,3.6,5.8,0.4,23.3,-1.2,0.7,6.4,36.2*,23.3
O=[N+]([O-])c1ccccc1OCCOCCOc1cccc2cccnc12,-6.0,-1.7,x,0.0,0.9,-0.6,-2.3,8.7,-1.0
CC1=CC(C)(C)N(C(=O)CN2C(=O)c3ccccc3C2=O)c2ccc(C)cc21,5.0,2.5,2.5,3.8,-2.5,-0.2,-3.2,1.5,-1.3
CN(c1ccc(S(=O)(=O)N2CCOCC2)cn1)C1CCCCC1,3.2,8.4,x,8.9,-2.9,-0.2,0.6,6.0,4.9
Cc1nc(C(F)(F)F)ccc1C(=O)N1CCCC1(C)C(=O)NCC(C)C (configuration not stated),-0.9,-3.4,0.2,-2.6,-4.3,-0.2,x,3.9,0.3
CN(C)c1cccc2c1c(NC(=O)c1ccc(Cl)cc1)nn2C,-1.4,-6.2,-0.1,9.1,0.0,0.1,-1.5,-1.5,-1.8
COc1ccc(C(=O)NCc2ccc(N3CCN(C(=O)OC(C)(C)C)CC3)cc2)cc1,-4.7,0.2,-1.7,-0.3,1.0,-1.7,2.0,10.9,1.6
Cc1c(N2C(=O)/C(=C/C3CC=CCC3)SC2=S)c(=O)n(-c2ccccc2)n1C (configuration not stated),11.3,-0.8,1.1,-3.9,-2.7,1.2,-0.1,23.6,-0.6
COc1ccc2c(C)c(C)c(=O)oc2c1OC,0.6,-6.8,x,-3.0,-2.3,-0.3,2.8,-1.5,13.0
CO/N=C(\N)c1ccc([N+](=O)[O-])cc1,-2.4,-10.3,x,4.4,-1.7,0.2,0.5,-2.7,1.3
CC(=O)Nc1ccc(NC(=O)COC(=O)C2CCC(C(C)(C)C)CC2)cc1 (configuration not stated),1.2,11.2,-0.1,17.3,-1.6,-0.4,2.2,5.6,-4.0
O=C(COC(=O)/C=C/c1cccc(Br)c1)Nc1ccc(Cl)cn1,2.9,-2.1,-2.6,8.6,-2.4,-0.3,x,7.1,-1.9
CCCCc1nnc(NC(=O)CN2C(=O)c3ccccc3C2=O)s1,2.8,-6.5,-2.5,-12.9,-5.0,0.4,-2.3,-13.2,5.8
O=C(CCCOc1ccc(Cl)cc1Cl)NCCCO,-14.3,0.0,-0.2,3.5,-1.1,-0.4,1.0,4.5,3.7
CCN(CC)C(=O)C12CC3CC(CC(Cl)(C3)C1)C2,3.5,3.0,x,0.3,-1.5,-0.7,-1.4,0.8,1.2
CC(=O)N1Cc2cc(C(=O)NCC(F)(F)F)nc(-c3cccc(-c4cccnc4)c3)c2[C@@H]1CCO,-5.3,2.4,x,4.0,x,0.7,x,x,x
CC(=O)c1cccc(NC(=O)CN2CCc3cc4c(cc3C2C)OCCCO4)c1 (configuration not stated),4.1,5.2,0.1,6.9,-4.5,6.2,-0.4,5.2,2.2
CCCCC[C@H]1CCCCC[C@@H](O)C[C@@H](O)[C@@H](O)/C=C/C(=O)O1,-7.9,-5.3,x,8.9,x,0.5,x,x,x
COc1ccc(-n2nnnc2CNC(=O)C2CC(=O)N(c3ccc(Cl)cc3)C2)cc1 (configuration not stated),3.0,1.7,2.9,0.6,-3.5,-1.7,-1.3,-6.0,13.7
COc1ccccc1C(O)(C(=O)NNc1cccc(C)c1)c1ccccc1OC,-0.2,-36.0,x,10.7,-1.5,-0.6,1.7,-2.0,2.0
CCc1nnc(NC(=O)CN2C(=O)c3ccccc3S2(=O)=O)s1,-1.2,12.8,0.1,-8.1,-0.6,-0.6,-1.7,-0.3,-1.0
O=C(c1cc(COc2ccccc2)on1)N1CCCC(CN2CCOCC2)C1 (configuration not stated),-2.3,3.2,-1.7,1.1,-2.4,-1.5,0.2,5.9,0.1
CC(C)(C)C(=O)NC(=S)NNC(=O)c1ccc(-c2ccccc2)cc1,-2.8,x,-0.3,x,0.3,-1.7,0.5,14.7,15.5
CC(=O)c1c(C)[nH]c(C(=O)N2CCCC(C)C2)c1C (configuration not stated),1.1,-5.6,-0.7,-4.1,-1.9,0.1,1.4,-6.6,-2.4
CCc1cccc(CC)c1NC(=O)CSc1nc2ccc(N3C(=O)C4C(C3=O)[C@H]3C=C[C@@H]4C3)cc2s1 (some centres not stated),-4.2,8.1,-3.2,-7.2,-0.8,-0.1,-5.6,-8.2,-1.9
OCC1CN1C1CCCCC1 (configuration not stated),-8.9,-3.1,-0.1,2.0,-1.3,-1.3,x,3.5,-1.1
Cc1ccc(S(=O)(=O)N2CCOCC2)cc1NC(=O)CSc1nnnn1C1CC1,1.3,-4.3,-0.5,-1.9,-4.6,0.1,x,7.1,-3.8
CCC1/C(=N\O)CC(c2ccco2)NC1c1ccco1 (configuration not stated),20.8,-5.3,-0.6,-7.0,-1.7,1.7,-3.0,-4.1,0.5
NS(=O)(=O)c1ccc(CCNC(=O)COC(=O)CN2C(=O)C3CCCCC3C2=O)cc1 (configuration not stated),-5.3,3.7,x,-8.4,-2.1,-1.2,2.4,1.9,3.0
COc1ccc(C2(O)CCN(Cc3nnnn3Cc3ccc(C)cc3)CC2)cc1,-2.9,1.3,1.6,0.8,-2.3,0.3,1.9,10.4,1.5
Cc1ccc[n+](CC(=O)Nc2ccc([N+](=O)[O-])cc2)c1,u,-8.6,6.7,-9.4,0.8,-1.2,-0.6,42.0*,1.9
Cn1c(=O)cc(OCC(=O)N2CCN(c3ccccc3F)CC2)c2ccccc21,-0.6,3.9,x,-10.8,0.4,-0.4,0.6,2.6,6.9
Brc1ccc(CSc2nnc(-c3ccco3)o2)cc1,-2.5,3.4,x,5.1,0.4,0.2,8.8,1.5,4.6
COc1ccccc1N(C)S(=O)(=O)c1ccc(Cl)c(C(=O)Nc2ccccc2N2CCOCC2)c1,-15.8,-2.4,8.5,18.2,-4.0,-0.3,x,-15.0,-1.4
NNC(=O)C(=O)Nc1ccc(O)cc1,5.0,31.0*,x,-14.3,-5.2,0.7,-0.7,-0.7,-5.0
O=[N+]([O-])c1ccc(S(=O)(=O)NCC(c2cccnc2)N2CCOCC2)cc1 (configuration not stated),-2.2,-31.0,x,-1.2,-1.0,-0.3,1.8,-7.6,-2.9
NC(=O)c1nsc(C(=O)N(Cc2ccco2)C(C(=O)NC2CCCC2)c2ccc(O)cc2)c1N (configuration not stated),4.8,1.3,-2.9,-3.9,-0.9,0.2,x,5.3,10.3
Cn1c(=O)n(C)c2cc(N3CCCCC3)c(NC(=O)c3cccc(Cl)c3)cc21,-1.8,-7.7,-0.3,1.2,0.4,-3.1,-4.6,7.7,1.8
CNS(=O)(=O)c1ccc(NC(=O)C2CC(=O)N(c3ccc(Cl)cc3)C2)cc1 (configuration not stated),-13.2,0.4,2.6,1.5,-4.4,-1.3,2.3,0.3,4.4
CN(C(=O)c1ccc(NC(=O)Cc2cccc(NC(=O)C3CCCN(C(=O)C4CCCC4)C3)c2)cc1)C1CCCC1 (configuration not stated),1.4,-0.1,-1.9,16.3,-1.6,-0.6,2.6,4.3,0.4
CCN(CC)CCNS(=O)(=O)c1ccc(OC)c(Br)c1,x,-2.5,1.4,3.6,-2.5,x,-3.7,-1.9,2.0
CCN(CC(=O)Nc1ccccc1C(F)(F)F)C(=O)c1ccccc1OCc1ccc(F)cc1,x,-2.3,1.1,1.8,0.2,x,x,-2.1,1.6
COc1ccc(Cl)cc1C(=O)NNC(=O)c1cccc([N+](=O)[O-])c1,-6.9,-3.4,x,-6.9,-0.5,-0.5,0.9,27.3,1.9
N/C(=N\OC(=O)CCCN1C(=O)c2ccccc2C1=O)c1ccc(Cl)cc1,-5.1,2.5,4.4,14.9,-0.3,-0.3,0.9,3.5,2.0
Cc1ccc(Cl)cc1N1CCN(S(=O)(=O)N2CCCCC2)CC1,-1.0,9.1,x,10.2,-2.8,-1.1,1.9,2.2,-2.8
O=C(NCc1ccc(C(F)(F)F)cc1)c1cccc2c(-c3ccc(F)c(F)c3)coc12,-0.9,-2.4,0.7,3.0,-3.8,-0.3,x,-5.3,0.5
COc1ccc(OC)c(N(CC(=O)N2CCCC2)S(=O)(=O)c2ccc(C)cc2)c1,3.5,-7.0,1.1,3.8,-0.5,0.2,-2.9,18.6,-0.4
Cc1cc(C(=O)N/N=C2\CC(=O)CC(C)(C)C2)c2ccccc2n1,-1.5,-7.7,x,6.7,-2.6,-0.5,0.5,19.4,-1.4
CCCc1nn(C)c(C(=O)Nc2ccc(CC)cc2)c1Cl,-14.5,x,x,x,0.8,-0.3,x,0.4,0.3

# High-throughput results deposited in PubChem by several laboratories.
